Epigenetic derep – derepresses silenced GFP reporter in murine cells. murine LDR cells, GFP reporter derepression, 30 h. Potency, µM (top dose mostly 53.9 µM), for the others: at the highest dose GFP activation, hits mostly activators. hit rate 0.2% among 280,000. AID 1865; also: % of control where 0% means no effect; nearly all actives have a fitted effect of over 60% in size
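Reporter derepression read as number of fluorescent GFP-positive objects, 20-120 um in size, counted by laser-scanning cytometer. Mouse LDR line with an epigenetically silenced CMV-GFP locus; compound incubation 30 h, 37 C.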
GAA inh – alpha-glucosidase (human) inhibition. purified human GAA, 4-MU-alpha-glucoside fluorescence. Potency, µM (highest dose often 76.9 µM), inactives show top-dose activity change, negative = inhibition, hits mostly inhibitors. hit rate 0.005% among 200,000. AID 1466;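 also: plate controls were uninhibited enzyme wells for no effect and no-enzyme background for full effect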
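Human alpha-glucosidase, 4 nM, pre-mixed with test compounds before 400 uM 4-methylumbelliferyl substrate; 20 min room temperature at pH 5.0. Fluorescence read after pH 10 stop; AC50 values from Hill-equation fits.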
NPSR antag – blocks cAMP signaling of the human neuropeptide S receptor. CHO-NPSR cells, cAMP TR-FRET, antagonist mode. Q6W5P4. hit rate 1% among 220,000. Potency, µM (series often up to 38.3 µM), inactives show at the top dose activity change, negative = inhibition, actives largely listed as inhibitors; also: % is scaled to controls: 0 for no effect and ±100 for the full control effect; nearly all actives have a fitted effect of over 50% in size; many of its hits are not listed in these tables
Target sequence (Q6W5P4 whole entry, looked up): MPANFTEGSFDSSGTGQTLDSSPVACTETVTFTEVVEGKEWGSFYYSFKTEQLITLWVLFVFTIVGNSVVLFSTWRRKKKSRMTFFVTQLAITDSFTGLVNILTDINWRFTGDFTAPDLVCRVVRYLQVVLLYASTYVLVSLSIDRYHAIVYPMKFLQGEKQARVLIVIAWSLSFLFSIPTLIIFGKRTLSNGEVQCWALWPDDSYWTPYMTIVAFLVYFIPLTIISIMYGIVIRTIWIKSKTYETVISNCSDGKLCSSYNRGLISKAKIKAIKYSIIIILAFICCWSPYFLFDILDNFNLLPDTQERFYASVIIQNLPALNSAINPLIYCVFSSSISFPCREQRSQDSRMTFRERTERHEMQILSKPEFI
ALDH1A1 inh – blocks purified human ALDH1A1 activity; Purified ALDH1A1, NADH fluorescence, propionaldehyde substrate; Potency, µM (top dose mostly 75.3 µM), without a hit: top-dose activity, negative = inhibition, most hits filed as inhibitors; P00352; hit rate 7.3% among 220,000; active = well fitted inhibition curve with a large enough effect, not every such curve was filed as active; inconclusive = small, poorly fitted or top-dose-only effect, or another doubt; inactive = no such curve, though single readings can be large or run the other way;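 also: plate controls were no enzyme wells and a reference inhibitor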
Target sequence (P00352 whole entry, looked up): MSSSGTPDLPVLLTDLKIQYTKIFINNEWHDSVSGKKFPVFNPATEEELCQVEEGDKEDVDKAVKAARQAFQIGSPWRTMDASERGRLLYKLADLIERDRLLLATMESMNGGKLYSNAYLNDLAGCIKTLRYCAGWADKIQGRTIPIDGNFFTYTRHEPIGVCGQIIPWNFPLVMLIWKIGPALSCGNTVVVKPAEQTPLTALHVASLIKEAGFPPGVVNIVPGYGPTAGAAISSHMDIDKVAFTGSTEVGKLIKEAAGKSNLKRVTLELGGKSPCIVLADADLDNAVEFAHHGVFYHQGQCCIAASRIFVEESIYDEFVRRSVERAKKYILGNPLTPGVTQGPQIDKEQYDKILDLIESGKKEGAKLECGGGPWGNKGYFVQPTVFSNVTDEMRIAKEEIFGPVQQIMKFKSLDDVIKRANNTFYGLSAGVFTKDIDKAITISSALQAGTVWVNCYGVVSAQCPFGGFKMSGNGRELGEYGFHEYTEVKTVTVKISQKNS
aGal spleen mod – alpha-galactosidase A (human) modulation; hit rate 0.008% among 240,000; Potency, µM (series often up to 80 µM), inactives show at the top dose activity change, negative = inhibition, most hits filed as inhibitors; human spleen homogenate, 4MU-alpha-Gal fluorescence, 40 min;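 also: 0% = enzyme with vehicle and -100% = no enzyme basal signal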
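Human spleen homogenate (1 ug) was the enzyme source, with 4-methylumbelliferyl-alpha-D-galactopyranoside (1 mM final) in pH 5.0 citrate buffer with 0.01% Tween-20. Compounds were titrated; after 40 min at 37C, NaOH/glycine stop, 4-MU fluorescence read; AC50 from Hill fits.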
GAA spleen mod – inhibitors or activators of human alpha-glucosidase in spleen homogenate; Potency, µM (top dose mostly 79.9 µM), for the others: at the highest dose activity change, negative = inhibition, most hits filed as inhibitors; human spleen homogenate, 4-MU-alpha-glucoside fluorescence; AID 2112; P10253; hit rate 0.006% among 240,000;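 also: 0% = enzyme with vehicle and -100% = no enzyme basal signal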
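Enzyme source: human spleen homogenate, 1 ug/well. Buffer 50 mM citric acid/K phosphate pH 5.0, 0.01% Tween-20. 4-MU-alpha-glucoside 1 mM; 37 C x 40 min; NaOH/glycine stop; fluorescence.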
Tau fluor counter – counter-screen for tau fibril formation inhibitors | tau K18 P301L Alexa594 fluorescence, heparin fibrillization | Potency, µM (top dose mostly 57.7 µM), inactives show at the top dose activity change, negative = decrease | hit rate 0.93% among 280,000; also: % is scaled to controls: 0 for no effect and ±100 for the full control effect; nearly all actives have a fitted effect of over 55% in size
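Human tau K18 P301L (15 uM unlabeled, 0.24 uM Alexa 594-labeled) in 100 mM sodium acetate pH 7 with 20 uM heparin, 6 hr at 37 C. ThT 30 uM added, 1 hr ambient; Alexa 594 FP and total fluorescence read at 555/632 nm.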
GAA glycogen – GAA glycogen-cleavage inhibition or activation; recombinant GAA, glycogen substrate, Amplex Red glucose oxidase fluorescence; Potency, µM (titrated, usually from 76.4 µM), for the others: top-dose activity change, negative = inhibition, actives largely listed as inhibitors; hit rate 0.38% among 300,000;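 also: 0% = full enzyme reaction and -100% = no-enzyme basal signal; the screen sought inhibitors and activators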
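Natural-substrate format: glycogen cleavage by 4 nM human enzyme, glucose read by Amplex Red coupling (Ex 573, Em 610 nm). Normalized to enzyme and no-enzyme controls.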
An asterisk follows results filed as active; ? = inconclusive; . = not tested or not shown; [ ] = dose if it differs, or a comment. Unless noted, calls follow the shape of the dose curve; as a rule, active = well fitted curve in the direction sought with a large enough effect; inconclusive = small, poorly fitted or top-dose-only effect, or another doubt; inactive = no such curve, though single readings can be large; an effect the other way counts as inactive or inconclusive. Potency is read from the fitted curve at half-maximal effect.

SMILES	Epigenetic derep	GAA inh	NPSR antag	ALDH1A1 inh	aGal spleen mod	GAA spleen mod	Tau fluor counter	GAA glycogen
NC(=S)Nc1cccc2cccnc12	0.2%	-0.8%	0.5%[46.1 µM]	-1.7%	1.7%	2.2%	-8.1%	-4.1%
Cc1ccc(C)n1CCN1CCN(C(=O)c2ccco2)CC1	3.0%	3.0%	3.5%[46.1 µM]	0.0%	1.9%	0.8%	-12.5%	13.8%
O=C1C2CC=C(Cl)CC2C(=O)N1CCC[n+]1cccc2ccccc21 (configuration not stated)	0.0%	-1.0%	6.8%	?	-1.7%	-14.2%	-11.4%	11.6%
COc1ccc(C(c2c(NC(=O)c3ccccc3)sc(C)c2C)N2CCN(CCO)CC2)cc1 (configuration not stated)	-3.0%	1.1%	-48.2%	?	2.5%	-5.1%	5.0%	-11.5%
CCOc1ccc(C(=O)NC2=NCCS2)cc1	-4.2%	4.0%	4.8%	7.1%	10.7%	0.4%	6.0%	-1.8%
NS(=O)(=O)c1ccc(NC(=S)NC(=O)c2cccs2)cc1	2.4%	.	7.6%[7.67 µM]	.	3.2%	-4.3%	7.3%	-2.1%
Cc1ccc(Nc2cc(C)nc(NCc3ccccc3)n2)cc1	0.0%	-5.1%	?	0.3%	8.7%	-8.2%	?	-2.7%
COc1ccc(-c2nnc(SCC(=O)N3CCC(Cc4ccccc4)CC3)o2)cc1OC	0.9%	1.3%	-17.2%[46.1 µM]	?	3.3%	2.9%	0.5%	8.6%
Oc1cccc(/C=N/NC(=S)Nc2cccnc2)c1O	0.0%	-4.5%	1.0%	?	0.6%	4.3%	4.7%	2.5%
CCCC1=C(C(=O)OCC)C(c2ccc(NC(C)=O)cc2)NC(=O)N1 (configuration not stated)	0.0%	0.0%	-8.9%[46.1 µM]	0.2%	6.6%	0.9%	3.2%	3.7%

Reprinted at random: two records from the list
SMILES	Epigenetic derep	GAA inh	NPSR antag	ALDH1A1 inh	aGal spleen mod	GAA spleen mod	Tau fluor counter	GAA glycogen
NS(=O)(=O)c1ccc(NC(=S)NC(=O)c2cccs2)cc1	2.4%	.	7.6%[7.67 µM]	.	3.2%	-4.3%	7.3%	-2.1%
COc1ccc(-c2nnc(SCC(=O)N3CCC(Cc4ccccc4)CC3)o2)cc1OC	0.9%	1.3%	-17.2%[46.1 µM]	?	3.3%	2.9%	0.5%	8.6%

5 entries from above in another layout:
Structure,Epigenetic derep,GAA inh,NPSR antag,ALDH1A1 inh,aGal spleen mod,GAA spleen mod,Tau fluor counter,GAA glycogen
Cc1ccc(C)n1CCN1CCN(C(=O)c2ccco2)CC1,3.0%,3.0%,3.5%[46.1 µM],0.0%,1.9%,0.8%,-12.5%,13.8%
O=C1C2CC=C(Cl)CC2C(=O)N1CCC[n+]1cccc2ccccc21 (configuration not stated),0.0%,-1.0%,6.8%,?,-1.7%,-14.2%,-11.4%,11.6%
COc1ccc(C(c2c(NC(=O)c3ccccc3)sc(C)c2C)N2CCN(CCO)CC2)cc1 (configuration not stated),-3.0%,1.1%,-48.2%,?,2.5%,-5.1%,5.0%,-11.5%
CCOc1ccc(C(=O)NC2=NCCS2)cc1,-4.2%,4.0%,4.8%,7.1%,10.7%,0.4%,6.0%,-1.8%
NS(=O)(=O)c1ccc(NC(=S)NC(=O)c2cccs2)cc1,2.4%,.,7.6%[7.67 µM],.,3.2%,-4.3%,7.3%,-2.1%

Going on with the list:
SMILES	Epigenetic derep	GAA inh	NPSR antag	ALDH1A1 inh	aGal spleen mod	GAA spleen mod	Tau fluor counter	GAA glycogen
COc1ccc(-c2cc(CCCC(=O)NCCc3cc(OC)ccc3OC)no2)cc1	-1.1%	-4.9%	?	-14.4%	-8.2%	-2.0%	-3.5%	2.2%
Cn1c(CCCNC(=O)c2ccccc2)nc2ccccc21	6.3%	-4.0%	-7.0%[46.1 µM]	4.3%	-13.9%	-7.5%	-2.1%	2.5%
O=C(COc1ccccc1-c1ccccc1)NCc1ccco1	0.0%	2.6%	-27.5%	7.08µM*	-1.0%	4.5%	3.2%	-5.1%
CCOc1ccc(Cl)cc1S(=O)(=O)n1cnc2ccccc21	0.0%	-9.7%	-1.6%[46.1 µM]	12.5%	7.6%	-3.1%	-0.4%	-12.2%
Cc1nc(NC(=O)/C=C/c2ccccc2)sc1C(=O)N1CCCCC1	0.2%	1.7%	-6.3%	-4.4%	3.6%	-0.6%	-23.5%	-4.0%
COC(=O)[C@@H](NC(=O)N1CCc2nc(-c3ccc(OC)cc3C)c3c(c2C1)CO[C@@H](c1ccccc1)C3)C(C)C	.	.	.	?	2.5%[17.5 µM]	4.4%[17.4 µM]	-1.0%[11.6 µM]	.
Cc1cc(C)cc(NC(=O)C(=O)NCc2ccccn2)c1	0.0%	1.0%	2.2%	4.1%	15.0%	3.3%	-0.9%	-1.4%
CC(=O)N(C)c1ccc(NC(=O)c2ccc([N+](=O)[O-])cc2Cl)cc1	-1.3%	-11.3%	4.4%	-2.1%	-1.9%	-1.0%	4.2%	6.9%
CCOC(=O)N1CCN(CC(=O)Nc2ccc(F)cc2F)CC1	-1.9%	-0.9%	6.2%	11.7%	8.2%	-7.8%	3.3%	-8.6%
C=CCNC(=S)NNC(=O)COc1ccc(Br)cc1	-1.0%	2.7%	6.7%	0.9%	7.8%	-1.2%	-10.6%	-15.3%
CCN(CCNC(=O)C1CCN(Cc2nc(-c3ccc(Cl)cc3)oc2C)CC1)c1ccccc1	-1.8%	-5.8%	?	-2.4%	3.1%	-0.9%	-25.7%	-8.1%
Cc1ccc(/C=N/NC(=O)Cn2nc(C)c(Br)c2C)o1	-0.2%	6.7%	-12.0%[46.1 µM]	1.1%	0.0%	-3.2%	-3.3%	0.3%
O=C(Nc1cccc(Cl)c1)Nc1ccc2c(c1)OCO2	-1.1%	-6.5%	-5.9%[46.1 µM]	-4.7%	-4.2%	-10.5%	14.1µM*[quencher]	-4.5%
COc1ccc(NC(=O)CN(C)CC(=O)Nc2ccccc2SC)cc1Cl	0.9%	-4.8%	-9.9%[46.1 µM]	6.0%	-0.6%	-3.8%	3.0%	-5.5%
NS(=O)(=O)c1ccccc1	-1.8%	.	10.4%	.	9.2%	5.5%	0.2%	2.8%
CC1(C)CC(=O)C(CC(=O)NC(=O)NCc2ccccc2)=C(O)C1	4.1%	-3.8%	8.8%	0.9%	-21.5%	-1.3%	-3.0%	0.0%
COC(=O)CC1=C(C(=O)OC)C(c2ccc3c(c2Cl)OCO3)C(C#N)=C(N)O1 (configuration not stated)	-0.8%	2.9%	-11.5%[46.1 µM]	-1.7%	-2.9%	-10.4%	-10.9%	-11.5%
COc1ccc(OC)c(N/C(C)=C/C(=O)c2ccc(C)o2)c1	-0.8%	-5.7%	-8.3%[46.1 µM]	1.0%	2.3%	1.3%	-17.9%	-26.8%
Cc1ccc(S(=O)(=O)Nc2cc(C)c(O)c(S(=O)(=O)c3ccc(C)cc3)c2)cc1	1.2%	-10.3%	-11.5%[46.1 µM]	0.631µM*	4.0%	-3.0%	?	11.2µM*
O=C(NCc1ccc(OC(F)(F)F)cc1)C12CN(Cc3ccccc3)CC1C(c1cccc([N+](=O)[O-])c1)=NO2 (configuration not stated)	-2.8%	-6.9%	-18.2%[46.1 µM]	-10.8%	-3.3%	-7.2%	-28.4%	-12.3%
COc1cc2c(c(OC)c1OC)C(c1ccc(C)cc1)CC(=O)O2 (configuration not stated)	-2.2%	.	.	?	1.9%[119 µM]	0.5%[119 µM]	-14.1%[81.3 µM]	.
COC(=O)COc1c(Cl)cc(Cl)c2ccc(C)nc12	0.5%	0.7%	1.0%	3.8%	-10.6%	-3.2%	-7.5%	1.6%
O=C(C[n+]1cc(-c2ccccc2)n2c1CCCCC2)c1ccc(Br)cc1	11.0%	8.6%	-42.0%	-5.9%	-17.2%	-7.5%	9.0%	11.7%
CC(C)(C)N1C(=O)c2ccc(C(=O)NCc3ccco3)cc2C1=O	0.9%	0.1%	-2.3%[46.1 µM]	8.91µM*	2.1%	-9.7%	-15.0%	3.8%
CCOC(=O)c1ccc(NC(=O)c2cc(F)c(F)cc2Cl)cc1	-1.5%	-3.9%	-9.3%	-0.1%	-9.0%	-4.1%	-9.1%	3.3%
C=C[C@@H](C)[C@](C)(O)c1ccccc1	0.0%	.	.	-0.2%	3.4%	-0.9%	-7.7%	.
O=C1CC(N2CCN(c3ccccc3)CC2)C(=O)N1Cc1ccc(Cl)cc1 (configuration not stated)	3.8%	0.1%	-2.1%	?	6.5%	0.3%	-27.0%	0.7%
Cc1csc(OCc2ccc(C#N)cc2)n1	0.1%	4.1%	-4.4%[46.1 µM]	11.3%	-6.1%	-3.9%	4.6%	6.6%
CCC[C@@H]1C[C@@]1(CCC)C(NC(=O)c1cccs1)c1ccc(Cl)cc1 (some centres not stated)	2.9%	.	.	8.7%	6.9%	5.1%	-9.5%	.
Cc1cc(N(C)C)c(C#N)c(NCc2ccccc2)n1	-2.7%	-1.5%	0.1%[46.1 µM]	2.3%	-3.7%	-0.5%	-17.2%	0.2%
CCc1ccc(-c2nc(CN3CCC(C(=O)N4CCN(c5ccccc5)CC4)CC3)c(C)o2)cc1	-1.1%	-10.6%	?	-10.3%	-3.2%	-3.4%	-5.0%	0.6%
Cc1ccc(NC(=O)CCC(=O)NNC(=O)C(c2ccccc2)c2ccccc2)c(C)c1	-1.1%	9.8%	-3.9%[46.1 µM]	6.8%	6.4%	-9.6%	1.0%	3.1%
COc1ccccc1-c1nnc(SCC(=O)Nc2ccccc2)o1	-1.6%	7.0%	3.1%[46.1 µM]	?	24.0%	4.3%	0.8%	1.2%
COc1ccc(Cl)cc1NC(=O)C(C)NC(c1ccccc1)c1ccccc1 (configuration not stated)	-0.9%	-0.4%	-14.7%[46.1 µM]	-9.1%	1.3%	-2.0%	-22.6%	-16.1%
COC(=O)c1cc(=O)nc2sc(-c3cccs3)nn12	-1.0%	3.3%	-4.1%[46.1 µM]	?	-13.2%	0.0%	-1.1%	7.3%
CCCc1nn(C(=O)c2ccccc2)c2c1C(=O)CC(C)(C)C2	-4.6%	-1.9%	?	?	-4.2%	-1.9%	-9.4%	-1.4%
CC(C)(C)C(=O)Nc1ccc(C(=O)NCc2cccnc2)cc1	0.7%	-3.1%	-12.3%[46.1 µM]	4.6%	-7.9%	5.4%	-3.6%	6.7%
CCOC(=O)c1ccc(N/C=C/C(=O)c2ccc(OC)c(OC)c2)cc1	-1.2%	0.3%	-22.5%[46.1 µM]	-1.9%	12.7%	-9.4%	-12.1%	2.6%

Source: PubChem (National Center for Advancing Translational Sciences (NCATS))

Only part of the results is shown. The share of hits here may be higher or lower than overall.
